INS-1E GSIS act = primary screen for activators of insulin secretion dependent on glucose, INS-1E cells, GLuc reporter luminescence; INS-1E GLuc reporter insulin secretion, 2-3 h; activation, % at 16.6 µM; 370,000 tested, 0.61% active; AID 743287;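 active = lowest replicate activation of at least 40%, so every replicate reaches that level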;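 note: 0% = median of neutral control wells and 100% = median of IBMX positive control wells; some compounds called inactive have numbers as strong as hits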
PGC1a acetyl inh = modulators of PGC1a acetylation; AID 651687; 350,000 tested, 0.17% active; U2OS PGC1a acetylation, AlphaScreen anti-acetyl-lysine; with virally co-expressed GCN5 acetyltransferase; inhibition, % at 15.6 µM;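 active = every replicate shows inhibition of at least 40%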;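 note: 0% = neutral control wells and 100% = positive control wells; some results beyond the cut were filed as inactive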
Statin myotox sup = protects C2C12 myotubes from simvastatin toxicity; 330,000 tested, 0.78% active; rescue of ATP level, % at 7.49 µM; ATP luminescence, 48 h; scaled: DMSO 0, geranylgeraniol control 100; AID 602340;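 active = mean ATP rescue above about 67%, or every replicate alone reaching that limit, limit read from the data, passing the limit was not always enough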;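 note: myotubes were challenged with 10 µM simvastatin during compound exposure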
FN deposition inh = fibronectin deposition inhibition. AH1F fibroblasts, Alexa488-fibronectin deposition fluorescence, overnight. inhibition, % at 12.6 µM. 350,000 tested, 0.086% active. AID 743247;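 active = mean inhibition across replicates of 30% or more, regardless of how many single replicates reach that level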;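 note: positive control wells lacked labelled fibronectin entirely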
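Assay system: AH1F fibroblasts assembling fluorescent fibronectin matrix; Amount: 10000 AH1F cells per well; Buffer or medium: DMEM, 2% serum; Probe or stimulus: Alexa488-fibronectin, 24 nM final in well; Doses: single compound dose, delivered by pin transfer; Incubation: 1 h adhesion, overnight exposure; Measured by: fluorescence 485/525 nm; Read-out: fibronectin deposition inhibition.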
F508del corr = correctors of CFTR F508del function in bronchial epithelial cells; CFBE cells, YFP halide quenching; stimulated with forskolin plus potentiator P3; % fluorescence drop versus neutral controls; activity (quench increase), % at 7.58 µM; 350,000 tested, 0.36% active;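 active = mean added fluorescence quench of at least 8% versus neutral control, with both replicates also reaching 8%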;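 note: cells transiently co-express mutant CFTR-F508del with the halide-sensitive YFP; corrector assay measuring rescue of mutant channel to the surface after 24 h compound exposure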
Cneo AK release = Cryptococcus neoformans lysis via adenylate kinase release | AID 651654 | C. neoformans lysis, adenylate kinase release luminescence, 4 h; normalised: neutral wells 0, clomiphene wells 100 | lysis activity, % at 15 µM | 360,000 tested, 0.2% active;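 active = mean lysis activity across replicates of at least 80%, whatever share of replicates individually reach that level; inactive = mean lysis activity below 80%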
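read-out = cell lysis signal | test system = log-phase Cryptococcus neoformans yeast cells | input = cells at 5 × 10^6 per mL | medium = fresh YPD growth medium | signal = luminescent adenylate kinase detection reagent | timing = 4 h at 37 °C static, read 1 h later | dosing = single dose | controls = Clomiphene as positive lysis control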
miR122 inh = inhibitors of miR-122 in Huh7 cells. 340,000 tested, 0.3% active. AID 602342. Huh7 miR-122 Renilla luciferase sensor, 48 h; neutral wells = 0, positive control = 100. activation (reporter increase), % at 12.5 µM;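 active = mean replicate activation score at least 90 and every replicate individually at or above 90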;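 note: higher luciferase means less miR-122 activity so hits act as miR-122 inhibitors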
PglD DTNB = PglD (C. jejuni) enzyme inhibition; 360,000 tested, 0.098% active; inhibition, % at 12.5 µM; purified PglD enzyme, DTNB colorimetric CoA detection; in the data active = inhibition above about 16%, passing the limit was not always enough; note: strong numbers were not always called active
The depositor's hits bear a star; · = not tested or not shown; [ ] = another dose, or the depositor's remark.

canonical_smiles,miR122 inh,PglD DTNB,F508del corr,FN deposition inh,Cneo AK release,PGC1a acetyl inh,INS-1E GSIS act,Statin myotox sup
O=C(c1ccc(F)cc1)N1C[C@@H]2[C@H](c3ccccc31)[C@H](CO)N2Cc1ccc2c(c1)OCO2,42[16.7 µM],2,-2.1,·,-2,-3,-2,9
COCCOc1ccc(C(F)(F)F)cc1NC(=O)Cc1ccc(S(=O)(=O)N2CCOCC2)s1,·,-4,2.3,5,0,·,-5,0
CCC(c1nnc(SCC(=O)Nc2cccc(S(N)(=O)=O)c2)n1-c1ccc(OC)cc1)N(C)C (stereo not given),·,-5,-1.2,3,3,·,-5,8
CCCCNC(=O)C1(N2C(=O)c3ccccc3C2=O)CCCC1,-4,0,-2.9,0,-3,0,·,20
Cc1ccc2nc(SCc3nnc(-c4cccs4)o3)[nH]c2c1,7,5,·,-5,1,-6,·,1
C[C@H](CO)N1C[C@H](C)[C@H](CN(C)CC2CC2)OCCCC[C@H](C)Oc2ccc(NC(=O)Nc3ccc4c(c3)OCO4)cc2C1=O,-9[16.7 µM],0,-2.7,·,2,0,·,·
Cc1ccc(-c2ccc([C@H]3[C@H]4CN(C(=O)NC(C)C)CC(=O)N4[C@H]3CO)cc2)cc1,·,·,0.1,-17,·,4,0,·
CCCc1sc(N)nc1-c1ccc(C)cc1,1,-5,·,2,1,-4,·,·
Cc1c(C(=O)N2CCCCC2)c(S(=O)(=O)NCc2ccc(N(C)C)cc2)c(C)n1C,4,-3,1.4,-11,1,-1,-8,7
O=C(NC1CCCCC1)c1cccc(S(=O)(=O)N2CCCCC2)c1,18,6,1.6,9,-3,-13,·,26
Cc1ccc(NC(=O)Nc2cccnc2)cc1Cl,-4,-4,-0.9,·,-5,0,-23,-22
Cc1nn(-c2cccc([N+](=O)[O-])c2)c(N)c1-c1ccccc1,0,-2,-1.4,-7,-5,12,2,-3
CC(C)NC(=O)N(C)C[C@H]1OCc2ccccc2-c2ccccc2C(=O)N([C@H](C)CO)C[C@H]1C,·,2,-0.1,11,0,-1,1,-9
O=C(CSc1n[nH]c(-c2ccncc2)n1)Nc1ccccc1,5,0,-0.9,0,1,·,-1,12
CCN(CCn1cccn1)Cc1ccccc1OCC(O)CN1CCc2ccccc2C1 (stereo not given),·,·,-13,-2,·,14,-10,·
COc1cc(C(=O)Nc2c(C(=O)O)[nH]c3ccc(Br)cc23)cc(OC)c1OC,1,-5,-2.6,6,-3,1,-5,5
COc1cccc2cccc(/C=N/n3cnnc3)c12,-5,·,-1.0,-4,·,0,-1,7
Cc1c(C(=O)NCCSCc2ccccc2Cl)cccc1[N+](=O)[O-],8,1,·,-2,0,-6,·,-8
CC(C)(C)NS(=O)(=O)c1ccc(NC(=S)NC(=O)C2CCC2)cc1,40,1,-0.3,-2,-2,·,-1,-4
COC(=O)C1=C(Nc2ccc(OC)cc2)C=C(C)C(C(=O)OC)C1c1ccc(C)cc1 (stereo not given),-8,-6,·,·,-1,-8,·,1
CCOC(=O)c1c(NC(=O)Cn2nnc3ccccc32)sc2c1CCC(C)C2 (stereo not given),-5,2,·,·,2,-9,·,·
C[C@H]1CN([C@@H](C)CO)C(=O)c2cc(C3=CCCC3)cnc2O[C@@H]1CN(C)Cc1ccccn1,-13[16.7 µM],3,-1.2,·,-2,-12,-3,43
C=CCn1c(SCC(=O)N(CCO)CCO)nc2sc3c(c2c1=O)CCC3,-8,-2,·,2,6,1,·,10
O=c1n(Cc2ccccc2)c(O)c2n1Cc1ccccc1N=C2c1ccc(C(F)(F)F)cc1,1,-2,-0.2,10,-27,-3,·,-8
C=CCNC(=O)c1ccc(N(C)S(=O)(=O)c2ccc(OC)cc2)cc1,1,1,·,-6,4,-3,2,45
CSc1snc(SCC(N)=O)c1C#N,2,4,·,·,-1,-10,30,-3
C[C@H]1CN([C@@H](C)CO)S(=O)(=O)c2ccc(-c3ccc(C(=O)N(C)C)cc3)cc2O[C@@H]1CN(C)C(=O)C1CCC1,-16[16.7 µM],16,-1.6,1,-8,2,8,7
CCOC(=O)c1[nH]c2cc3c(cc2c1NC(=O)CN1CCN(CCO)CC1)OCO3,2,5,1.5,-5,-1,-2,2,4
CCN1/C(=C2\OC(=S)N(C)C2=O)Sc2ccccc21,-6,0,·,·,-3,2,·,-8
COc1ccc(-c2n[nH]c(=S)n2-c2ccc(C)cc2)cc1OC,3,3,·,-2,-5,-18,·,8
CC(=O)N(C)C[C@@H]1Oc2cc(C3=CCCC3)ccc2S(=O)(=O)N([C@H](C)CO)C[C@@H]1C,4[16.7 µM],3,0.7,-1,11,-14,3,-3
CC(=O)Nc1ccc(N/C=C/C(=O)c2ccc(C)o2)cc1,1,-8,-0.5,·,1,1,1,-12
CCOCCSC1=C(C#N)C(c2cccs2)C(C(C)=O)=C(C)N1 (stereo not given),3,2,·,·,1,2,·,·
CCOc1ccccc1NC(=O)CCS(=O)(=O)c1ccc2c(c1)CCN2C(C)=O,-11,-2,1.4,-10,4,-9,5,1
Cc1ccc(Cc2c(-c3ccc(Cl)cc3)nc3ccc(Br)cn23)cc1,-4,-1,1.6,-1,-2,·,-30,9
COc1ccc(OCC(O)Cn2c(Nc3ccccc3)nc3c2c(=O)n(C)c(=O)n3C)cc1 (stereo not given),1,-5,·,·,15,-1,·,3
Cc1ccc(NC(=O)C2(c3ccccc3)CC2(Cl)Cl)cc1C (stereo not given),3,-4,·,-2,-1,-3,·,143*
CCC(CC)C(=O)N(C)c1c(C)nc2c(OCc3cc(Cl)cc(Cl)c3)cccn12,-5,-4,-5.0,16,7,3,4,-16
C[C@H]1CN([C@@H](C)CO)C(=O)Cc2cc(NC(=O)Cc3ccccc3)ccc2O[C@@H]1CN(C)Cc1ccccc1,10[16.7 µM],4,-1.4,·,1,·,-15,23
CO[C@H]1CN(C)C(=O)c2ccc(NC(=O)Nc3ccc(C(F)(F)F)cc3)cc2OC[C@@H](C)NC[C@@H]1C,-9[16.7 µM],1,4.0,-1,-2,0,-16,-26
Cc1c(C)c2cc(Cl)c(OCC(=O)NCCCn3ccnc3)cc2oc1=O,-9,·,0.7,3,·,-5,24,-2
Cc1cc(C)cc(N(CC(=O)N2CC=C(c3ccccc3)CC2)S(=O)(=O)c2c(C)noc2C)c1,3,-8,-2.4,-9,1,-9,1,-2
O=C(COC(=O)Cc1c(Cl)cccc1Cl)NC1CCCC1,-4,3,-1.6,5,-1,3,14,16
CC(C)(C)c1ccc(C(=O)NCCNC(=O)c2ccco2)cc1,4,5,0.5,-1,-1,-2,-11,-91
Cc1nc(CCNC(=O)Cc2ccc(Cl)cc2)cs1,·,2,0.4,6,1,·,12,8
C[C@H]1CN([C@@H](C)CO)S(=O)(=O)c2ccc(C#CC(C)(C)O)cc2O[C@@H]1CN(C)C(=O)CC1CC1,5[16.7 µM],2,0.0,10,-1,-18,16,1
CCOc1ccc(-c2nc(-c3cccnc3)no2)cc1OCC,8,-1,·,-11,1,·,·,·
CCc1cccc(C)c1NC(=O)c1cccc(N(C)C)c1,3,15,·,·,-2,6,32,17
Cc1cc2c(NC(=O)CCCC(=O)O)cccc2nn1,·,-4,0.5,-4,4,16,-1,·
O=C(C[C@H]1C=C[C@H](NC(=O)c2ccccc2)[C@H](CO)O1)NCc1ccc(Oc2ccccc2)cc1,·,·,0.7,3,·,-1,-11,·

Three entries already listed, ordered by the value under miR122 inh, lowest first:
smiles	miR122 inh	PglD DTNB	F508del corr	PGC1a acetyl inh	INS-1E GSIS act
O=C(COC(=O)Cc1c(Cl)cccc1Cl)NC1CCCC1	-4	3	-1.6	3	14
Cc1ccc(NC(=O)C2(c3ccccc3)CC2(Cl)Cl)cc1C (stereo not given)	3	-4	·	-3	·
Cc1c(C(=O)N2CCCCC2)c(S(=O)(=O)NCc2ccc(N(C)C)cc2)c(C)n1C	4	-3	1.4	-1	-8

Next part:
canonical_smiles,miR122 inh,PglD DTNB,F508del corr,FN deposition inh,Cneo AK release,PGC1a acetyl inh,INS-1E GSIS act,Statin myotox sup
CCc1ccc2[nH]c(C(=O)Nc3ccc(Br)c(C)n3)cc2c1,·,-3,-0.3,3,-1,13,16,-7
Cc1ccc(C(=O)Nc2ccc(NC(=O)c3cccs3)cc2)cc1[N+](=O)[O-],5,2,2.4,0,1,-6,7,·
c1ccc(Oc2ccccc2-c2cc(NCCc3cccnc3)n3nccc3n2)cc1,0,1,2.8,-4,1,·,53*,-1
COc1ccc(CC(=O)OCC(=O)NCCc2ccccc2)cc1OC,-7,-1,-2.0,3,-1,·,8,6
O=c1[nH]c(/C(Cl)=C/c2cc(Cl)ccc2O)nc2cc(Cl)ccc12,-7,9,-2.1,2,1,·,·,·
C/C(=N\NC(=O)C(O)c1ccccc1)c1cccnc1 (stereo not given),1,-3,-0.4,·,-4,·,0,-2
O=C(Cc1cccnc1)N1CC(=O)N2[C@H](CO)[C@@H](c3ccc(C4=CCCCC4)cc3)[C@H]2C1,·,·,-0.9,0,·,-3,-9,·
CC(C)COC(=O)N1CCCCC1c1cc(C(=O)NCc2ccc(F)cc2)no1 (stereo not given),-7,0,2.7,-14,3,-4,-9,4
C[C@H]1CN([C@@H](C)CO)C(=O)c2cc(NC(=O)Nc3ccc4c(c3)OCO4)ccc2O[C@@H]1CN(C)C(=O)Nc1cccc2ccccc12,2[16.7 µM],-2,1.7,·,0,-8,9,-17
O=C(N/N=C1\CCSc2ccc(F)cc21)c1cccnc1,·,·,-0.9,5,·,9,6,·
[O-]/C(=C(\C(=S)Nc1ccccc1F)[n+]1ccccc1)c1ccc(-c2ccccc2)cc1,8,6,1.1,-5,2,19,2,8
COC(=O)CN1C(=O)COc2ccc(S(=O)(=O)N3CCCC3)cc21,-3,-2,-0.7,0,-1,·,12,-19
Cc1cc(C)nc(-n2nc(C)cc2NC(=O)c2cc3ccccc3oc2=O)n1,-20,-12,4.1,-5,-2,0,15,-1
COc1ccc(OC)c(C(=O)CSc2nc3ncccc3[nH]2)c1,-4,-4,·,2,-3,4,18,-3

Screens: PubChem BioAssay, Broad Institute
